Screens: PubChem, NCI
All columns: NCI-60 one-dose screen, growth in % after 48 h at 10 µM unless noted; 100 = growth as untreated, 0 = no growth, -100 = all killed.
COLO 205: COLO 205 colon cancer. actives 7.3% (n = 79,000)
NCI-H322M: NCI-H322M lung cancer | actives 2.7% (n = 80,000)
NCI-H522: NCI-H522 lung cancer. actives 8% (n = 78,000)
NCI/ADR-RES: NCI/ADR-RES ovarian cells. actives 4.4% (n = 81,000). AID 1794790
HCT-15: HCT-15 colon cancer; actives 5.2% (n = 82,000)
HCT-116: HCT-116 colon cancer | actives 7.3% (n = 82,000)
NCI-H460: NCI-H460 lung cancer; actives 6.8% (n = 82,000)
NCI-H226: NCI-H226 lung cancer; actives 3.5% (n = 79,000); AID 1794732
HT29: HT29 colon cancer | actives 7.4% (n = 81,000) | AID 1794748
The depositor's hits bear a star; . = not tested or not shown; & = joins results of further samples. The calls were made as follows: active = growth percent below 10; inactive = the rest.

#1 O=C(N/N=C/C=C/c1ccc([N+](=O)[O-])o1)c1cc2ccccc2cc1O
#2 O=C(O)c1ccccc1/C=N\Nc1ccc([N+](=O)[O-])cn1
#3 Fc1cccc(COc2nccnc2NC(=S)Nc2cccc(Cl)c2)c1
#4 COc1cccc(/C=N/C(=S)NC2(C)C3CCC(C3)C2(C)C)c1O (stereo not drawn)
#5 CC1=N/C(=C\c2ccc(Cl)cc2)C(=O)N1CCc1ccc(S(N)(=O)=O)cc1
#6 COc1cccc(-c2nn(-c3ccccc3)cc2-c2ccnc(N3CCN(C(=O)Nc4cccc(C(F)(F)F)c4)CC3)c2)c1
#7 CC1(C)OC(=O)C(=Cc2cccc(Cl)c2)C(=O)O1
#8 C=CCc1ccccc1OC
entry no.	1	2	3	4	5	6	7	8
COLO 205	-100*	126	.	90	122	83	111	116
NCI-H322M	-6.8*	119	88	73	99	82	107	109
NCI-H522	-63*	96	84	70	99	36	87	108
NCI/ADR-RES	0.8*	106	99	84	106	63	110	114
HCT-15	-12*	110	90	32	104	59	108	102
HCT-116	-93*	100	88	53	96	70	104	108
NCI-H460	-14*	110	98	60	106	83	106	101
NCI-H226	-72*	101	88	93	101	47	101	93
HT29	-12*	101	98	101	103	58	115	108

#9 O=C(NNS(=O)(=O)c1ccc([N+](=O)[O-])cc1)c1ccccc1
#10 COC(c1ccc2ccccc2c1)C(C)C(F)F (stereo not drawn)
#11 O=C(NNc1nc2cc(F)cc(F)c2n2cccc12)c1ncccn1
#12 O=C1Nc2c(Cl)cccc2C1=O
#13 Nc1cc2c(cc1Cl)C(=O)c1ccccc1C2=O
#14 O=C1C(Cl)=C(NCCCCCCNC2=C(Cl)C(=O)c3ccccc3C2=O)C(=O)c2ccccc21
#15 CC(C)OCC1CO1 (stereo not drawn)
#16 Cc1ccc(Nc2nc3c(s2)C2=CC[C@H]4[C@@H]5CC[C@H]([C@H](C)CCCC(C)C)[C@@]5(C)CC[C@@H]4[C@@]2(C)CC3)c(C)c1
entry no.	9	10	11	12	13	14	15	16
COLO 205	.	112	17	94	76	86	104	108
NCI-H322M	102	100	26	108	30	92	100	101
NCI-H522	90	87	-2.9*	.	65	91	.	95
NCI/ADR-RES	111	107	-1.2*	97	24	94	109	104
HCT-15	109	112	26	103	71	63	100	101
HCT-116	105	88	20	96	1.7*	88	100	99
NCI-H460	115	111	6.0*	102	0.9*	95	98	105
NCI-H226	.	100	-2.1*	85	13	102	101	99
HT29	106	98	25	101	84	99	103	104

#17 COc1cc(C(=O)N/N=C/c2ccc(N(C)C)cc2)cc(OC)c1OC
#18 COC(=O)c1ccc2oc(NC(=O)c3ccc(N4CCN(C)CC4)c([N+](=O)[O-])c3)nc2c1
#19 Cc1nnc(/N=C2\NC(=O)/C(=C/c3ccc(Cl)cc3Cl)S2)s1
#20 O=C1OC(=O)c2nc3ccccc3nc21
#21 CCOC(=O)C/C(C)=N\O
#22 CC12O[C@H](C[C@@H](OC(=O)CCC(=O)O)[C@H]1O)n1c3ccccc3c3c4c(c5c6ccccc6n2c5c31)C(=O)NC4=O
#23 CC(C)Cc1ccc(C(C)C(=O)NCc2c[nH]c3ccc(Br)cc23)cc1 (stereo not drawn)
#24 CC(=O)[C@H]1CC[C@H]2[C@@H]3CC[C@@H]4CC(=O)CC[C@]4(C)[C@H]3C[C@H](O)[C@]12C
entry no.	17	18	19	20	21	22	23	24
COLO 205	-26*	73	111	106	104	-16*	108	107
NCI-H322M	.	72	93	130	98	34	97	667
NCI-H522	.	62	75	103	.	21	80	91
NCI/ADR-RES	-40*	27	94	104	97	59	89	100
HCT-15	20	32	96	111	103	15	101	94
HCT-116	10	32	102	108	103	36	85	88
NCI-H460	3.5*	55	93	109	106	20	102	108
NCI-H226	72	68	97	105	98	9.1*	93	98
HT29	.	58	87	99	99	21	98	120

#25 CCOC(=O)/C=C1\C(CO)OC(n2cnc3c(N)ncnc32)C1O[Si](C)(C)C(C)(C)C (stereo not drawn)
#26 COC(=O)[C@]1(C(C)C)N[C@H](c2cn(-c3ccccc3)nc2-c2ccccc2)[C@@H]2C(=O)N(c3ccc(OC)cc3)C(=O)[C@@H]21
#27 COc1ccc(C2=Cc3[nH][nH]c(=O)c3C(c3sc(N(C)Cc4ccccc4)nc3Cl)C2)cc1 (stereo not drawn)
#28 O=C(O)c1cc(N=Nc2ccc(/C=C/c3ccc(N=Nc4ccc(O)c(C(=O)O)c4)cc3S(=O)(=O)O)c(S(=O)(=O)O)c2)ccc1O
#29 O=C(Cn1c2c(c3ccccc31)CCCC2)Nc1ccc(-c2nc3ccccc3s2)cc1
#30 COc1cc(/C=N/NC(=O)c2ccc(OCc3nc4ccc(C)cc4[nH]3)cc2)cc(OC)c1OC
#31 C=CCc1c(N(C)c2ccc(C)cc2)ncnc1-n1cnc2ccccc21
#32 CCOC(=O)C1=C(C)NC(=O)NC1CCc1ccccc1 (stereo not drawn)
entry no.	25	26	27	28	29	30	31	32
COLO 205	76	115	116	118	104	8.0*	96	106
NCI-H322M	81	104	103	113	101	66	97	94
NCI-H522	74	94	93	118	95	28	86	94
NCI/ADR-RES	89	106	99	107	109	92	85	92
HCT-15	90	101	98	105	101	39	101	97
HCT-116	52	96	106	98	125	21	101	93
NCI-H460	110	106	104	112	101	34	105	108
NCI-H226	90	108	101	107	106	43	88	98
HT29	65	100	109	110	107	19	94	106

#33 CCOC(=O)c1[nH]c(=O)c2c(=O)[nH]c(-c3ccccc3)cc2c1O
#34 Cc1ncc(C(=O)Nc2ccc(CN3CCN(C)CC3)c(C(F)(F)F)c2)cc1C#Cc1cnc(N)cc1C#N
#35 COc1ccc(-c2nc(SCc3nc4ccccc4[nH]3)nc(N(CCO)CCO)c2C#N)cc1
#36 NC(N)=NNS(=O)(=O)c1ccc(Nc2ncnc3ccc(NC(=O)c4ccccc4)cc23)cc1
#37 NS(=O)(=O)c1ccc(N2CC(c3nc4ccccc4o3)CC2=O)cc1 (stereo not drawn)
#38 NC(=O)Cc1cccc2ccccc12
#39 CS(=O)(=O)Nc1cc(-c2ccc3ncnc(Nc4ccc(OCc5ccccn5)c(Cl)c4)c3c2)cnc1Cl
#40 CCCN(CCC)C(=O)C(c1ccccc1)C1(O)CCCC1 (stereo not drawn)
entry no.	33	34	35	36	37	38	39	40
COLO 205	.	22	103	107	104	115	-91*	114
NCI-H322M	105	28	86	97	99	94	9.9*	.
NCI-H522	94	-46*	87	81	.	98	-18*	103
NCI/ADR-RES	95	-47*	98	105	101	99	78	98
HCT-15	103	-65*	96	105	101	99	25	105
HCT-116	98	-71*	93	97	96	88	9.3*	108
NCI-H460	98	-78*	103	102	104	107	9.6*	103
NCI-H226	.	-71*	91	97	93	97	21	102
HT29	96	-86*	98	93	103	100	-5.9*	111

#41 Cc1ccccc1-n1cc(COC(=O)/C=C/c2cn(-c3ccccc3)nc2-c2ccc(Cl)cc2)nn1
#42 O=C1Cn2c(nc3ccccc32)N1
#43 COc1ccc(OC)c(-c2cc(-c3ccc(Cl)cc3)c3c(N)c(C(=O)c4ccc(Cl)cc4)sc3n2)c1
#44 O=C1c2ccccc2C(=O)c2c(N/N=C3\SC(=Nc4ccccc4)N(c4ccccc4)C3=S)cccc21
#45 N#Cc1cccc(-c2ccc3c(c2)NC(=O)/C3=C\c2ccc[nH]2)c1
#46 Fc1ccc(Nc2nc(Nc3ccc(-c4nc5ccccc5[nH]4)cc3)nc(N3CCCC3)n2)cc1
#47 Nc1ccc(CCCl)cc1
#48 Cc1ccc(CCCC(=O)O)cc1
entry no.	41	42	43	44	45	46	47	48
COLO 205	118	102	110	123	3.5*	86	98	129
NCI-H322M	85	104	94	118	45	96	85	109
NCI-H522	74	99	86	120	29	79	59	98
NCI/ADR-RES	77	100	103	113	76	63	99	103
HCT-15	87	102	106	107	14	-9.0*	111	104
HCT-116	89	96	96	111	73	-54*	75	110
NCI-H460	93	108	105	108	22	70	102	113
NCI-H226	103	.	96	.	42	80	96	110
HT29	97	106	91	139	54	36	84	106

#49 CC(=O)c1c(N)c(C#N)cn1-c1ccc(Cl)cc1Cl
#50 Fc1ccc2c(c1)COc1c-2c(C(F)(F)F)nn1-c1ccccc1
#51 CCOc1ccc(NC(=O)Cn2cnc3c(cc(-c4ccccc4)n3-c3ccccc3)c2=O)cc1
#52 CC/C=C\C[C@H]1C/C=C2/C(=O)C=C[C@H]2C/C=C\CCCC(=O)O1
#53 O=C(C[n+]1ccccc1)c1ccc(Cl)cc1
#54 O=S(=O)(O)CCc1ccccn1
#55 N#Cc1c(Nc2ccc(F)c(Cl)c2)n[nH]c1-c1cccs1
#56 COc1cc(-c2nc(Nc3nc4ccccc4[nH]3)nc(N)c2C#N)cc(OC)c1OC
entry no.	49	50	51	52	53	54	55	56
COLO 205	105	117	116	6.3*	110	99	124	32
NCI-H322M	101	97	98	38	100	103	98	83
NCI-H522	82	94	85	-18*	103	101	87	20
NCI/ADR-RES	108	104	98	22	102	121	98	98
HCT-15	100	97	106	30	99	101	94	59
HCT-116	99	98	92	-42*	102	97	91	43
NCI-H460	111	107	104	27	110	109	104	.
NCI-H226	81	90	99	40	101	105	77	.
HT29	106	101	102	6.1*	97	116	115	32

#57 CCCCC/C(=C\c1ccccc1)C1OC(C)CC(C)O1 (stereo not drawn)
#58 c1ccc(C2=NN3C(C2)c2ccccc2OC3c2ccccc2)cc1 (stereo not drawn)
#59 Nn1c(=O)c(=O)[nH]c2c(cnn2-c2ccccc2)c1=O
#60 CN1c2ccccc2Sc2cc(C3CCC(=O)N3c3ccc(Cl)cc3Cl)ccc21 (stereo not drawn)
#61 O=C(Nc1ccc(Br)cc1)Nc1cccc(-c2cc(=O)c3ccccc3o2)c1
#62 CCOC(=O)CNc1nc(N)nc(N2CCCCC2)c1C=O
#63 Nc1ccc(NC(=O)C(=O)O)cc1
#64 CCC(=O)OC1CCCCC1C(C)CC (stereo not drawn)
entry no.	57	58	59	60	61	62	63	64
COLO 205	122	111	121	109	107	118	113	102
NCI-H322M	111	103	108	89	97	109	137	105
NCI-H522	75	83	96	83	92	101	112	97
NCI/ADR-RES	102	97	106	80	101	105	113	110
HCT-15	107	97	101	79	97	112	118	105
HCT-116	85	105	108	67	104	105	106	103
NCI-H460	107	100	117	94	100	119	105	107
NCI-H226	87	93	94	86	103	112	102	107
HT29	74	111	110	90	97	106	107	107

#65 c1ccc(Nc2nc3c(s2)CCCc2cc[nH]c2-3)nc1
#66 Nc1cc(C(=O)c2ccccc2C(=O)O)ccc1Cl
#67 Cc1cc(C)c2c(n1)sc1c(Nc3csc4ncccc34)ncnc12
#68 C=COC(=O)CCCCCCC/C=C\CCCCCCCC
#69 COc1cc(Cl)cc(-c2nn(-c3cccc(NC(=O)c4ccc(Cl)c(Cl)c4)c3)cc2-c2ccncc2)c1
#70 N#Cc1cccc(N)c1
entry no.	65	66	67	68	69	70
COLO 205	90	107	104	104	82	118&140
NCI-H322M	79	119	100	107	85	101&121
NCI-H522	68	99	105	112	54	100&102
NCI/ADR-RES	84	111	95	110	61	117&94
HCT-15	71	102	99	110	58	105&105
HCT-116	84	106	96	102	44	101&105
NCI-H460	94	107	98	105	65	108&113
NCI-H226	58	114	87	104	66	97&104
HT29	93	111	107	122	56	108&122

Molecules above that have an NH in an aromatic ring (11):
#23 CC(C)Cc1ccc(C(C)C(=O)NCc2c[nH]c3ccc(Br)cc23)cc1 (stereo not drawn)
#27 COc1ccc(C2=Cc3[nH][nH]c(=O)c3C(c3sc(N(C)Cc4ccccc4)nc3Cl)C2)cc1 (stereo not drawn)
#30 COc1cc(/C=N/NC(=O)c2ccc(OCc3nc4ccc(C)cc4[nH]3)cc2)cc(OC)c1OC
#33 CCOC(=O)c1[nH]c(=O)c2c(=O)[nH]c(-c3ccccc3)cc2c1O
#35 COc1ccc(-c2nc(SCc3nc4ccccc4[nH]3)nc(N(CCO)CCO)c2C#N)cc1
#45 N#Cc1cccc(-c2ccc3c(c2)NC(=O)/C3=C\c2ccc[nH]2)c1
#46 Fc1ccc(Nc2nc(Nc3ccc(-c4nc5ccccc5[nH]4)cc3)nc(N3CCCC3)n2)cc1
#55 N#Cc1c(Nc2ccc(F)c(Cl)c2)n[nH]c1-c1cccs1
#56 COc1cc(-c2nc(Nc3nc4ccccc4[nH]3)nc(N)c2C#N)cc(OC)c1OC
#59 Nn1c(=O)c(=O)[nH]c2c(cnn2-c2ccccc2)c1=O
entry no.	23	27	30	33	35	45	46	55	56	59
COLO 205	108	116	8.0*	.	103	3.5*	86	124	32	121
NCI-H322M	97	103	66	105	86	45	96	98	83	108
NCI-H522	80	93	28	94	87	29	79	87	20	96
NCI/ADR-RES	89	99	92	95	98	76	63	98	98	106
HCT-15	101	98	39	103	96	14	-9.0*	94	59	101
HCT-116	85	106	21	98	93	73	-54*	91	43	108
NCI-H460	102	104	34	98	103	22	70	104	.	117
NCI-H226	93	101	43	.	91	42	80	77	.	94
HT29	98	109	19	96	98	54	36	115	32	110

#65 c1ccc(Nc2nc3c(s2)CCCc2cc[nH]c2-3)nc1
entry no.	65
COLO 205	90
NCI-H322M	79
NCI-H522	68
NCI/ADR-RES	84
HCT-15	71
HCT-116	84
NCI-H460	94
NCI-H226	58
HT29	93
